# Screening data as filed in PubChem.
# 15-hLO-2 inh: blocks human 15-lipoxygenase 2 activity | O15296 | purified 15hLO-2, xylenol orange hydroperoxide absorbance | Potency, µM (doses to about 57.1 µM), for inactives: at the top dose activity change, negative = inhibition, hits mostly inhibitors | 0.56% of 110,000 active; further: potency means the concentration at half of the fitted maximal effect; nearly all actives have a fitted effect of over 60% in size; many of its hits are not listed in these tables
# Target sequence (O15296 whole entry, looked up): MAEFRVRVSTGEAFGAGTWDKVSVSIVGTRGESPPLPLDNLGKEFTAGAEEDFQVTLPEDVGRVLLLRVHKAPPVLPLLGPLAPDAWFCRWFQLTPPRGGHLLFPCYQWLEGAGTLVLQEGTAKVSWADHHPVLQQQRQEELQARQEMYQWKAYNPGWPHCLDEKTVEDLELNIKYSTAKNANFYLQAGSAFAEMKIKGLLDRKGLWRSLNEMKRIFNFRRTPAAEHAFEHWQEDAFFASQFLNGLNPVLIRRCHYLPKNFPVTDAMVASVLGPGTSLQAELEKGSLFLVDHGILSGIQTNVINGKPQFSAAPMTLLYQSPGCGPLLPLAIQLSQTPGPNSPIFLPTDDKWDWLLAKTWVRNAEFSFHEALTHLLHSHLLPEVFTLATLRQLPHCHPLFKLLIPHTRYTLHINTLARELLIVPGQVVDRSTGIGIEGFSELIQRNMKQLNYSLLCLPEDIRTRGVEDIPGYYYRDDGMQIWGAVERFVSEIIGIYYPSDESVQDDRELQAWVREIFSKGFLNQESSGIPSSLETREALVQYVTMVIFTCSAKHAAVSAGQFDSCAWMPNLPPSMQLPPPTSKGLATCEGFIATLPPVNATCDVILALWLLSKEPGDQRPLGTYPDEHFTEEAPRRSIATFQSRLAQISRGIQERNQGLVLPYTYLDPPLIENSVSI
#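 Purified human 15hLO-2 (50 nM final) preincubated with compounds 15 min at room temperature in 25 mM Hepes pH 7.5, 0.01% Triton X-100, then 45 uM arachidonic acid added for 90 min; hydroperoxide detected via ferrous/xylenol orange, 573/405 nm absorbance ratio.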
# IMPase cell inh: IMPase inhibition in cells; inhibition (IP1 accumulation), % at 46.1 µM; P97697; CHO-M1 cells, IP1 accumulation, HTRF TR-FRET ratio; 120,000 tested, under 10 active; active means well fitted curve in the direction sought with a large enough effect in the signal ratio, not every such curve was filed as active; inconclusive means small, poorly fitted or top-dose-only effect, or a change in a side signal; inactive means no such curve, though single readings can be large or run the other way; the % refers to the signal ratio;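 further: cells stimulated with carbachol in lithium chloride buffer; plate controls were DMSO basal wells for no effect and reference inhibitor wells for full effect; higher means more IMPase inhibition seen as more IP1 and lower FRET ratio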
# Target sequence (P97697 whole entry, looked up): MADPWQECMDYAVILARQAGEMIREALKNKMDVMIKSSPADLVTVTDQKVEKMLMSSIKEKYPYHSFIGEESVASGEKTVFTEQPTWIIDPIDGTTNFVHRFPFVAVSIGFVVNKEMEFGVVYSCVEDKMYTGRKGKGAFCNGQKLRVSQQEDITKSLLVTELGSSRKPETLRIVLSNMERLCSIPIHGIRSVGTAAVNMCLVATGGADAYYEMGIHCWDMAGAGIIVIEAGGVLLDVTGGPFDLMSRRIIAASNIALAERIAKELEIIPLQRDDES
#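 CHO-M1 cells (CHO stably expressing M1 receptor), compound up to 46 uM final, stimulated with carbachol (50 uM as added) in buffer with 50mM LiCl, pH 7.4, 30 min at 37C. Cytosolic IP1 read by TR-FRET; AC50 from Hill fits.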
# 12-hLO inh: blocks human 12-lipoxygenase activity | purified 12-hLO, xylenol orange hydroperoxide absorbance | Potency, µM (top dose mostly 57.1 µM), inactives show at the top dose activity change, negative = inhibition, hits mostly inhibitors | 0.12% of 150,000 active | AID 1452; further: potency means the concentration at half of the fitted maximal effect; nearly all actives have a fitted effect of over 55% in size; many of its hits are not listed in these tables
#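 Purified human 12hLO (150 nM final) was preincubated with compounds for 15 min at room temperature in 25 mM Hepes pH 7.0, 0.01% Triton X-100, then reacted with 40 uM arachidonic acid for 30 min. Hydroperoxide was detected with ferrous iron/xylenol orange.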
# PNC assembly inh: perinucleolar compartment assembly inhibition; activity change (PNC), negative = inhibition, % at 10 µM; 3.1% of 140,000 active; PC3M PTB-GFP, PNC prevalence imaging, 16 h; stronger effect = lower value;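 active means readout at or below -70, meaning at least 70% loss of cells showing the perinucleolar compartment, a nuclear body marking cancer cells; inconclusive means readout between -30 and a set limit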;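 further: plate controls were DMSO wells for no effect and camptothecin positive control wells for full effect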
#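 PC3M cells stably expressing PTB-GFP, 750–1000 cells/well, treated 16 h at 37 °C with compound (23 nl of library stock), in duplicate. After paraformaldehyde fixation and Hoechst stain, imaged at 20x; PNC prevalence scored by image analysis.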
# * hit, by the source's call; ? = inconclusive; / = not tested or not shown; [ ] = remark or other dose. Unless noted, the call rests on the fitted dose curve; in most records, active means well fitted curve in the direction sought with a large enough effect; inconclusive means small, poorly fitted or top-dose-only effect, or another doubt; inactive means no such curve, though single readings can be large; an effect the other way counts as inactive or inconclusive. Unless noted, on the % scale 0 is the no-effect control and ±100 the full control effect.
Structure,12-hLO inh,IMPase cell inh,15-hLO-2 inh,PNC assembly inh
CC(=O)NC1=NN(C(C)=O)C(c2ccc(C(C)C)cc2)S1 (stereo not given),-3%,/,/,-24
COc1ccc(N2CCN(C(c3cccc(OC)c3OC)c3nnnn3C3CCCC3)CC2)cc1 (stereo not given),-3%,7,1%,6
CCOP(=O)(OCC)C(NC(=O)Nc1ccc(Cl)c(Cl)c1)C(N)=O (stereo not given),-2%,/,/,17
CCn1c(/C=C2\C(=O)Nc3ccccc32)nc2ccccc2c1=O,-3%,/,/,8
Cc1c2oc3c(C)ccc(C(=O)N[C@@H]4C(=O)N[C@H](C(C)C)C(=O)N5CCC[C@H]5C(=O)N(C)CC(=O)N(C)[C@@H](C(C)C)C(=O)O[C@@H]4C)c3nc-2c(C(=O)N[C@@H]2C(=O)N[C@H](C(C)C)C(=O)N3CCC[C@H]3C(=O)N(C)CC(=O)N(C)[C@@H](C(C)C)C(=O)O[C@@H]2C)c(N)c1=O,0%[0.00818 µM],/,-10%[0.0915 µM],/
O=S(=O)(Nc1ccc(Cc2ccncc2)cc1)c1cccs1,0%,12,16%,-21
CC(C)c1nnc(NC(=O)Cc2ccccc2[N+](=O)[O-])s1,-4%,/,/,-1
CCOC(=O)c1sc2nc(CC(=O)OC)nc(NCc3ccc(F)cc3)c2c1C,-5%,16,7%,-13
CCn1ncc(/C=N\NC(=O)c2csc3ccccc23)c1C,-1%,1,-4%,-12
S=C(NCCc1ccccn1)Nc1ccc(Cl)cc1,-4%,/,/,21
CCOc1c(C(=O)CC)cc2c(C)cc(=O)oc2c1C,5%,5,/,-23
Cc1nc(SCC(=O)CC(=O)OC(C)C)c(C#N)c(C)c1C,-4%,4,19%[2.29 µM],?
CN(C)c1ccc(N=Nc2ccccc2C(=O)OCC(=O)N(C)C2CCCCC2)cc1,-1%,4,/,16
Cc1nc(NC(=O)c2ccco2)sc1-c1csc(Nc2ccc(Cl)cc2)n1,-7%,4,7%,?
Cc1ccc2[nH]c3c(=O)n(CCCN4CCN(C)CC4)cnc3c2c1,-5%,9,21%,55
Cn1c(CN2CCN(C(=O)c3ccccc3)CC2)nc2cc([N+](=O)[O-])ccc21,-7%,/,/,?
CNc1nc(-c2ccccc2)[n+](-c2ccc(C)cc2)s1,?,0,/,39
CCn1cc(/C=N/O)c(C)n1,0%,3,3%,-2
Cc1cccc(N2CC(C(=O)Nc3nnc(SCC(=O)Nc4nccs4)s3)CC2=O)c1 (stereo not given),0%,/,/,12
COc1ccc(-c2nnc3ccc(SCC(N)=O)nn23)cc1OC,8%,-5,3%,12
O=C(Nc1ccc(Nc2ccccc2)cc1)c1ccco1,-5%,1,-11%,1
CC(C)CCNC(=O)NC(=O)CSc1nnc(-c2ccccc2Br)o1,-5%,0,-10%,?
C=CCN(CC=C)C(=O)Nc1ccc2nc(C)sc2c1,2%,/,/,46
O=c1oc2ccccc2n1CCn1c2ccccc2c2nc3ccccc3nc21,-4%,-7,?,?
CCOP(=O)(OCC)C(O)c1cc(OC)c(OC)c(OC)c1 (stereo not given),2%,24,/,4
O=C1CCCc2c1nc(-c1ccccc1)n2O,10%,-14,1%,?
C=CC1=C(C(=O)O)N2C(=O)[C@@H](NC(=O)/C(=N\OCC(=O)O)c3csc(N)n3)[C@@H]2SC1,-5%[25.6 µM],0[20.6 µM],3%[25.6 µM],/
CC(C)(C)OC(=O)N1CCC(C(=O)O)CC1,-7%,-3,5%,-6
CCOc1cc(/C=N\Nc2ccc([N+](=O)[O-])cc2)ccc1OCC(=O)Nc1ccc(C)c(C)c1,-7%,4,?,46
Cc1nnc(N2CCOCC2)c2ccccc12,0%,2,-5%,-8
CCOc1ccc(-c2nnc3sc(COc4ccccc4)nn23)cc1,1%,?,20%,-12
Cc1cc(Cl)ccc1OCC(=O)N1CCCCC1,-6%,5,9%[2.29 µM],-3
O=C1c2ccccc2C(=O)N1CC(O)CN1CCOCC1 (stereo not given),2%,2,/,64
CCOc1ccc(NC(=O)CN2CCN(CC(=O)Nc3ccc4c(c3)OCCO4)CC2)cc1,4%,18,-1%,?
CCc1c(C)nc2ncnn2c1N1CCC(C(=O)N2CCN(c3ccc(F)cc3)CC2)CC1,-8%,-1,18%,26
COc1ccc2cc(C(C)c3nc4ccccc4c(=O)n3N)ccc2c1 (stereo not given),-2%,/,/,86
Nc1c(S(=O)(=O)c2ccccc2)c2nc3ccccc3nc2n1Cc1ccco1,-12%,2,-12%,34
CN(C)CCC(=O)[C@@]1(O)CC[C@H]2[C@H]3CC=C4C[C@@H](O)CC[C@]4(C)[C@H]3CC[C@]21C,-1%[11.4 µM],/,-8%[11.4 µM],/
CCCCC1CC(CSc2ncn[nH]2)OC1=O (stereo not given),0%,0,-5%,51
Cc1cc2nc(-c3cccc(NC(=O)c4ccc(Br)o4)c3C)oc2cc1C,-17%,4,-8%,56
CN(C)/C=N/c1c(C#N)cnn1-c1ccccc1,4%,1,-1%,-16
CCOC(=O)N1CCN(C(=O)c2ccc3c(=O)n(Cc4ccccc4)c(=S)[nH]c3c2)CC1,-11%,-5,-17%,57
CCC(CC)C1=NN2C(=N)/C(=C\c3cc(C)n(-c4cccc(C)c4)c3C)C(=O)N=C2S1,5%,/,/,2
CCc1c(C)nc2c(C#N)c(C)[nH]n2c1=O,-1%,1,-6%,1
Cc1cc(/C=C2\SC(=S)N(Cc3ccco3)C2=O)c(C)n1-c1cccnc1,0%,9,?,19
O=C(c1cc(C(F)(F)F)cc(C(F)(F)F)c1)N1CCC2(CC1)CN(Cc1ccccc1)C2,0%,/,6%,/
COc1ccccc1CNc1ncnc2ccc(-c3cccnc3)cc12,3%,/,59%[activator],/
COc1cc2c(cc1O)C(SC)=NC(C)(C)C2,4%,15,/,-11
O=C(c1ccccc1-n1cccc1)N1N=C(C(F)F)CC1(O)C(F)F (stereo not given),-2%,/,/,34
Cc1ccc(C2C3=C(CC(C)(C)CC3=O)N=C3c4ccccc4C(=O)C32)cc1 (stereo not given),-18%,/,/,80
COC(=O)c1ccc(NC(=O)Nc2ccc(F)cc2)cc1,-12%,7,-6%,-24
COC(=O)C/C=C/[C@@H](C)[C@@H](/C=N/OC[C@H]1O[C@H](c2ccccc2)C=C[C@@H]1Oc1ccc(OC)cc1)OC,-2%,/,/,50
CCOc1ccc(NC(=O)CN2C(=O)C3CCCN3C2=O)cc1 (stereo not given),-5%,10,-1%,4
CC(=O)Nc1ccc(S(=O)(=O)N(C2=NCC(C)S2)c2ccccc2)cc1 (stereo not given),-2%,-4,/,280
Cc1ccc2c(Cl)cc(Cl)c(OCC(=O)Nc3cccc(S(=O)(=O)N(C)C)c3)c2n1,-4%,/,/,?
CCCCCn1c(=O)c(F)cn(Cc2ccc(OC)c([N+](=O)[O-])c2)c1=O,-5%,-1,-15%,12
Cc1cc(C(=O)N(C)C)sc1-c1ccccc1,-3%,?,/,-3
c1ccc(CSCCc2ccncc2)cc1,-2%[11.4 µM],-1,-10%[11.4 µM],11
CC(=O)Oc1ccc(C(=O)[C@H]2[C@H]3C(=O)N(c4ccc(C)cc4)C(=O)[C@H]3[C@@H]3C=CC=NN32)cc1,-11%,/,/,-10
COc1ccccc1NC(=S)N1CCc2cc(OC)c(OC)cc2C1,-3%,/,/,?

# (listing goes on)
Structure,12-hLO inh,IMPase cell inh,15-hLO-2 inh,PNC assembly inh
CCN(CC)S(=O)(=O)c1ccc(NC(=O)c2ccccn2)cc1,6%,4,-3%,-9
CCOc1ccc(N(CC(=O)NC2CCCC2)C(=O)CCCC(=O)Nc2ccccn2)cc1,4%,-7,8%,18
O=C(Nc1ccc2c(c1)nc1n2CCOC1)C1CCCCC1,-3%,5,5%,-13
CC(C)CNc1nc(N)c([N+](=O)[O-])c(NCC2CCCO2)n1 (stereo not given),1%,/,/,?
CC1CN(C(=O)c2cnn3c(C(F)F)cc(-c4ccccc4)nc23)CC(C)O1 (stereo not given),-1%,6,-1%,?
CCN(CC)C(=O)COc1ccc(C=O)cc1OC,-2%,/,/,88
CC1(NC(=O)COc2ccccc2-c2ccccc2)CCS(=O)(=O)C1 (stereo not given),3%,3,-3%,-96*
C=CCOC(=O)C1CC=CCC1C(=O)Oc1ccc(F)cc1F (stereo not given),-26%,12,5%,-13
COc1ccc(/C=C/C(=O)NCCn2c(C)cc3ccccc32)cc1OC,-5%,/,/,92
CN1CCN(S(=O)(=O)c2cnccc2N2CCN(c3cccc(Cl)c3)CC2)CC1,0%,/,/,31
Cc1ccc2nc(NC(=O)COC(=O)c3ccco3)sc2c1,-13%,8,-4%,10
CCC(=O)c1cc2c(cc1NC(=O)c1ccccc1)OCCO2,-5%,-15,-1%,-12
CCOC(=O)N1CCC(=C(C#N)C(=O)Nc2cc(OC)ccc2OC)CC1,-2%,8,-18%,?
COc1ccc(C(=O)Nc2nc3nccc(-c4ccccc4)n3n2)cc1,-1%,/,/,?
O=C(Nc1nccs1)C1CCCN1S(=O)(=O)c1ccc(Cl)cc1 (stereo not given),-22%,3,3%,?
Cc1ccsc1/C=N/n1cnc2sc(C)c(C)c2c1=O,-3%,7,-4%,-23
CCn1c(SCC(=O)c2ccc(O)c(O)c2)nnc1-c1ccccc1OC,?,8,-14%,2
CC(C)CCn1c(SCC#N)nc2c(sc3ccccc32)c1=O,1%,?,/,-23
CCS(=O)(=O)N1CCC(C(=O)N2CCN(c3ccccc3)CC2)CC1,-8%,-5,4%,22
Cc1ccc(C(CCN)c2ccco2)cc1 (stereo not given),-6%,1,3%,16
O=C(O)C(Cc1c[nH]c2ccccc12)NS(=O)(=O)c1ccc2ccccc2c1 (stereo not given),1%,/,/,?
O=C(O)C(Cc1c[nH]c2ccccc12)NS(=O)(=O)c1cccc2nsnc12 (stereo not given),5%,5,/,?
C=CCNC(=O)/C(C#N)=C/c1c(C)nn(-c2ccc(Cl)cc2)c1Cl,-11%,/,/,-26
CCOC(=O)C1C(=O)C=C(c2ccc(NS(C)(=O)=O)cc2)CC1c1ccco1 (stereo not given),-22%,-2,-4%,-22
C=CCNC(=S)/N=c1/scc(C)n1C,1%,/,/,82
CCCCn1c(=O)c(-[n+]2ccccc2)c([O-])c2ccccc21,5%,6,-1%,-21
COC(=O)C(NNc1ccccc1)(NC(=O)c1cccc(F)c1)C(F)(F)F (stereo not given),-17%,-1,?,42
O=C(Nc1ccc(Cl)cc1)Nc1nnc(CSCc2ccccc2Cl)s1,1%,5,/,-19
O=c1c2ccccc2nc2n1CC/C2=C\c1ccccc1[N+](=O)[O-],2%,-1,-1%,46
O=c1c2oc3ccccc3c2[nH]c(=S)n1-c1ccccc1,-5%,?,/,2
Cc1ccc(NC2c3ncccc3C(=O)N2Cc2ccc(F)cc2)cc1 (stereo not given),-2%,-3,-21%,4
CCCC(NC(=O)c1ccccc1)c1nc2ccccc2n1Cc1ccc(C(=O)OC)o1 (stereo not given),-2%,2,13%,8

# Only part of the results is shown (hit frequency here may not be typical).
